OXTR ag: human OXTR agonists, primary screen, fluorescence, CHO-OTR cells, Fluo-8 calcium; Fluo-8 calcium fluorescence; normalized: DMSO 0%, oxytocin 100%; 320,000 tested, 0.32% active; Oxytocin receptor (Homo sapiens), P30559; activation, % at 3 µM;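 active = activation above the mean of all tested compounds plus 3 SD, cutoff set per screening run, cut at about 20% in these data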;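 also: peak over basal fluorescence ratio from a 100 s FLIPR kinetic read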
Target sequence (P30559 whole entry, looked up): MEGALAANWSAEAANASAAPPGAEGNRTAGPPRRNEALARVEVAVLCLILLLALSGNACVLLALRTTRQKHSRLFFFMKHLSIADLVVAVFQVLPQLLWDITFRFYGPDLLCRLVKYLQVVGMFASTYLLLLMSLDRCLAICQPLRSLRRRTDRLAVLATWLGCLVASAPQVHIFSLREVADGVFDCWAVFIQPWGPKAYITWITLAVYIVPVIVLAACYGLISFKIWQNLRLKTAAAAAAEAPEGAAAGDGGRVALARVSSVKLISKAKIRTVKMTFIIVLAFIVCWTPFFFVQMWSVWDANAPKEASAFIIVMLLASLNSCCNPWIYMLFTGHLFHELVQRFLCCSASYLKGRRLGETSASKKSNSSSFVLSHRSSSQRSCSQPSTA
NALP1 yeast inh: NALP1 inflammasome inhibitors in reconstituted yeast, colorimetric, S. cerevisiae, triplicate retest; 280,000 tested, 0.61% active; inhibition, % at 10 µM; S. cerevisiae NALP1/ASC/caspase-1 growth, X-gal OD620, 72 h; in the data active = inhibition mostly above about 24%, no sharp cut-off; inactive = mostly below about 32%; also: some compounds called inactive have numbers as strong as hits
GPR7 antag: GPR7 receptor antagonists, primary screen, cell-based, fluorescence, single concentration | Neuropeptides B/W receptor type 1 (Homo sapiens), P48145 | GPR7-expressing cells, fluorescence antagonist assay | inhibition, % at 4.4 µM | 290,000 tested, 1.1% active; in the data active = inhibition above about 16%, passing the limit was not always enough;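 also: cells stimulated with the agonist NPW; 0% = agonist with vehicle and 100% = vehicle without agonist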
OXTR potentiate: human OXTR potentiators, primary screen, fluorescence, CHO-OTR cells, Fluo-8 calcium; 320,000 tested, 0.061% active; activation, % at 3 µM; Fluo-8 calcium fluorescence, potentiator mode; 0% = oxytocin EC15, 100% = EC100;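 active = activation above that plate's cutoff, the mean activation of tested compounds plus 3 SD, cut at about 6.6% in these data, passing the limit was not always enough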;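 also: 100% uses oxytocin at 75 nM as the full agonist control; some results filed as inactive read as strong as hits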
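test system = CHO-OTR cells, human receptor | compound = single-point 3.0 µM | schedule = 6 min compound pre-incubation at room temperature, 100 s kinetic read | signal = Fluo-8 no-wash calcium dye fluorescence, excitation 470-495 nm, emission 515-575 nm | repeats = single well per compound, singlicate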
V1R ag counter: agonists of human V1a receptor, primary screen, counter-screen for OXTR agonist project, fluorescence, CHO-V1R cells; Vasopressin V1a receptor (Homo sapiens), P37288; Fluo-8 calcium fluorescence, agonist mode; 0% DMSO, 100% 3 nM vasopressin; activation, % at 3 µM; 320,000 tested, 0.25% active;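 active = activation above the mean activation of all tested compounds plus 3 SD, per screening run, cut at about 20% in these data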;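 also: signal is peak over basal fluorescence ratio across a 100 second FLIPR read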
Target sequence (P37288 whole entry, looked up): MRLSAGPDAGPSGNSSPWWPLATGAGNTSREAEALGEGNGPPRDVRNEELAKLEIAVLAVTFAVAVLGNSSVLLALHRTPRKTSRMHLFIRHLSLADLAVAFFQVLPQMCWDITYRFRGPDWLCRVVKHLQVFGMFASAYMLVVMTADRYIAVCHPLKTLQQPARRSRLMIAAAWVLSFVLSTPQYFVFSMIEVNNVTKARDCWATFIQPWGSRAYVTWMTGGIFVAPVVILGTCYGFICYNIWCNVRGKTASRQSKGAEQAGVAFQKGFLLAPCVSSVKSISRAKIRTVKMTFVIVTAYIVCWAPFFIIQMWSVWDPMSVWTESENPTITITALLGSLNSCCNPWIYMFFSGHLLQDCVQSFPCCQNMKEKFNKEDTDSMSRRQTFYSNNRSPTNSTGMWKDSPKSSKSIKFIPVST
MEKK2wt PB1 HTS: modulators of MEK5 binding to wildtype MEKK2, primary screen, biochemical, multiplex bead flow cytometry, Alexa488-MEK5. Mitogen-activated protein kinase kinase kinase 2 (Homo sapiens), Q9Y2U5. Alexa488-MEK5 binding to MEKK2 WT; actives lie on both sides. binding response (% of control), % at 10 µM. 290,000 tested, 1.1% active. AID 1531, 2009; in the data active = binding response below about 67% or above about 130%
PfM18AAP inh: PfM18AAP inhibitors, malaria aminopeptidase, primary screen, biochemical, QFRET, recombinant enzyme | M18 aspartyl aminopeptidase (Plasmodium falciparum 3D7) | H-Glu-NHMec fluorogenic cleavage | inhibition, % at 7.35 µM | 290,000 tested, 1.2% active | AID 1822, 2009;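 active = inhibition above the campaign mean inhibition over all tested compounds plus 3 SD, cut at about 28% in these data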;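 also: 0% = plate median of test compound wells and 100% = 2 mM ZnCl2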
GalR3 antagonist: GalR3 antagonists in HEK293 cells, primary screen, cell-based, fluorescence readout; 360,000 tested, 0.44% active; inhibition, % at 3 µM; HEK293 GalR3-CNG cAMP membrane potential fluorescence; galR3 body fused to GalR1 C-terminus;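 active = inhibition above the screen-wide average plus 3 SD, cut at about 13% in these data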;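 also: forskolin and galanin both at EC90 stimulate the cells; cAMP rise reported by CNG channel membrane potential dye signal; 0% = forskolin plus galanin with DMSO and 100% = forskolin alone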
Target sequence (O60755 1-299 limits assumed): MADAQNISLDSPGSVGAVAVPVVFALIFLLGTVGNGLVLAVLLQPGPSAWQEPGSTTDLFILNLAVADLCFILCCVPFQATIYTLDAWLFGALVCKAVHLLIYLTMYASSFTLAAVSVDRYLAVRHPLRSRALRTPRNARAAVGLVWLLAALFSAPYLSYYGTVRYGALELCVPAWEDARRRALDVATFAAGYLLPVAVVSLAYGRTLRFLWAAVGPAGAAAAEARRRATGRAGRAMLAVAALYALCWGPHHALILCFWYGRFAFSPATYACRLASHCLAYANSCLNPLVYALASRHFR
MEKK2 mut-MEK5: MEK5 binding signal on mutant MEKK2 PB1, primary screen, biochemical, multiplex bead flow cytometry, Alexa488-MEK5. percent response, % at 10 µM. 290,000 tested, 0.35% active. Alexa488-MEK5 binding to MEKK2 mutant; in the data active = percent response above about 24%, passing the limit was not always enough; also: inactives centre near 1; some results filed as inactive read as strong as hits; reference of the scale not given here
The depositor's hits bear a star; / = no result given; & = joins results of further samples. Compounds as they come, and some 4.1% of all compounds hit somewhere here.

SMILES	OXTR ag	NALP1 yeast inh	GPR7 antag	OXTR potentiate	V1R ag counter	MEKK2wt PB1 HTS	PfM18AAP inh	GalR3 antagonist	MEKK2 mut-MEK5
O=C(NCCCN1CCN(C2CCCCC2)CC1)Nc1ccccc1C(F)(F)F	-0.7	11	-5	-4	-0.3	106	-3	/	0
CCN1CCN(Cc2ccc(NC(=O)c3ccc(C)c(NC(=O)c4nccnc4N)c3)cc2C(F)(F)F)CC1	3.0	/	/	-5	0.5	113	/	-5	9
O=C(COC(=O)c1ccc(NS(=O)(=O)c2cccs2)cc1O)Nc1ccc(F)cc1	4.4	2	-5	-5	3.7	99	7	3	6
O=C(O)c1ccc2c(c1)ncn2C1CCCCC1	0.0	35	8	1	0.1	94	-2	-6	-3
O=C(COC(=O)c1cccc2ccccc12)Nc1ncc(C(F)(F)F)cc1Cl	-0.7	-5	4	0	0.2	94	3	-4	-5
COc1ccc(C2C3=C(OC(C)=O)c4ccccc4C3=Nc3c2c(=O)n(C)c(=O)n3C)cc1 (configuration not stated)	0.2	6	12	-1	0.0	99&53	-1	-3	1&-55
CC[N+](CC)(CC)CCCCOc1ccc2c(c1)C(=O)c1cc(OCCCC[N+](CC)(CC)CC)ccc1-2	-0.3	-8	-14	3	0.0	117	-6	-4	19
COc1cc(CN2CCCCCC2)c([N+](=O)[O-])cc1OC	0.1	8	-9	-4	1.3	100	33*	-9	-3
COc1ccc(NC(=O)CCC(=O)Nc2nnc(C3CCCCC3)s2)cc1	-0.6	-4	-7	5	1.3	97	1	-5	1
C/C(=N\NC(=O)COc1ccc(C(C)(C)C)cc1)c1ccc2c(c1)OCCO2	-1.8	13	-2	-4	0.5	113	2	-4	21

Among those listed so far, three have four or more nitrogen atoms.
SMILES	OXTR ag	NALP1 yeast inh	GPR7 antag	OXTR potentiate	V1R ag counter	MEKK2wt PB1 HTS	PfM18AAP inh	GalR3 antagonist	MEKK2 mut-MEK5
O=C(NCCCN1CCN(C2CCCCC2)CC1)Nc1ccccc1C(F)(F)F	-0.7	11	-5	-4	-0.3	106	-3	/	0
CCN1CCN(Cc2ccc(NC(=O)c3ccc(C)c(NC(=O)c4nccnc4N)c3)cc2C(F)(F)F)CC1	3.0	/	/	-5	0.5	113	/	-5	9
COc1ccc(NC(=O)CCC(=O)Nc2nnc(C3CCCCC3)s2)cc1	-0.6	-4	-7	5	1.3	97	1	-5	1

Following part.
SMILES	OXTR ag	NALP1 yeast inh	GPR7 antag	OXTR potentiate	V1R ag counter	MEKK2wt PB1 HTS	PfM18AAP inh	GalR3 antagonist	MEKK2 mut-MEK5
O=C(c1ccco1)N1CCN(c2nc3ccccc3c(=O)n2-c2ccccc2)CC1	-0.1	6	-3	-21	0.1	95	2	-5	-8
COc1ccc(N2CCN(C(c3cccs3)C(C)NS(=O)(=O)c3ccccc3)CC2)cc1 (configuration not stated)	0.2	37	-11	-2	-0.8	/	12	-2	/
Cc1ccc(C(=O)Nc2cccc3ncccc23)cc1[N+](=O)[O-]	2.1	-1	-7	-6	0.1	104	-1	-5	1
O=C(Nc1ccccc1F)n1ncc2cc(Cl)ccc21	1.2	11	3	-16	1.8	107	-6	1	3
Cc1cc(C)cc(NC(=S)Nc2ccccn2)c1	-2.0	30	-17	-4	-1.2	100	7	-1	-2
O=C(NC1CCCC1)C(c1c(F)cccc1Cl)N(C(=O)c1csnn1)C1CC1 (configuration not stated)	2.8	5	-3	-5	-0.6	95	-4	2	-5
CCCCCCSc1ccc(-c2nc3ccc(Cl)cn3c2NC2CCCCC2)cc1	2.2	/	/	3	3.3	/	/	-3	/
O=C(Nc1ccccc1)Nc1cccc(Cl)c1	11	8	8	-12	9.1	118	12	-3	9
CCOc1ccc(N(CC(=O)Nc2ccc(OC)cc2OC)S(=O)(=O)c2c(C)[nH]c(=O)[nH]c2=O)cc1	0.3	18	-3	-10	0.1	101	1	-10	-8
COc1cc(NS(=O)(=O)c2ccc(NC(=S)Nc3ccccc3)cc2)nc(OC)n1	0.1	11	-13	-2	0.3	99	-8	-3	0
Cc1ccccc1N(C(=O)c1snc(C(N)=O)c1N)C(C(=O)NCC1CCCO1)c1ccc(N(C)C)cc1 (configuration not stated)	-0.3	7	3	-17	0.0	104	11	-12	2
COc1ccc(C#Cc2c(-c3ccsc3)oc3ccc(-c4cc(OC)c(OC)c(OC)c4)cc23)cc1	0.6	/	/	-2	0.2	93	/	-4	-7
CCn1c(SCC(=O)Nc2oc(-c3ccccc3)c(-c3ccccc3)c2C#N)nnc1-c1cc(OC)cc(OC)c1	-0.8	50	-4	-2	-0.7	91	-8	/	3
COc1ccc(CNCc2c(O)c(Cl)cc3c(C)c(C)c(=O)oc23)c(OC)c1	1.2	-3	-2	3	-0.3	106	5	-13	6
OC(CNCC1COc2ccccc2O1)COCc1cccs1 (configuration not stated)	6.3	-10	-11	0	2.0	102	3	-6	2
CCCCNC(=S)N/N=C/c1cc(C)ccc1C	-1.0	9	-10	-5	-1.2	97	5	-4	-1
CCOC(=O)CSc1nnc(NC(=O)c2cccc(S(=O)(=O)N3CCCCC3)c2)s1	1.5	5	0	3	1.7	99	1	-6	-3
CCOC(=O)CSc1nnc(CNC(=O)c2cccs2)n1CCc1ccccc1	0.0	18	-6	-3	-0.2	99	-5	/	-1
Cc1ccc(Sc2c([N+](=O)[O-])c(C)nn2C)cc1	-2.3	4	-14	-6	-0.8	99	-3	-2	-5
C=CCNC(=O)CN(Cc1ccccc1)S(=O)(=O)c1ccccc1	-0.9	-2	-19	-4	0.6	104	2	-6	7
CCOc1cc(C(=O)NC)cc(Br)c1OC	-0.4	11	-19	-5	-0.8	93	-11	-5	-2
COC(=O)c1ccc(Cl)c(NC(=O)CN(c2ccc(OC)cc2)S(=O)(=O)c2ccccc2)c1	-0.4	/	-6	-26	0.1	98	-7	-2	-8
CCCCN(C(=O)CC1CCCC1)c1c(N)n(CC(C)C)c(=O)[nH]c1=O	0.4	/	/	-7	-0.6	/	/	-4	/
CC(=O)Nc1ccc(-c2nnc(SCC(=O)NCc3ccco3)n2C)cc1	0.7	15	-8	-9	0.8	98	4	-5	2
Cc1ccc(/C=C(\C#N)C(=O)NC(C)C)o1	-0.1	20	-16	-13	-0.2	104	8	-1	1
O=C(c1cc(F)c(F)cc1Cl)N1CCN(CCc2ccccc2)CC1	3.5	11	-2	-3	3.1	105	-3	-5	14
CC1CCCC(C)N1C(=O)COc1ccc(F)cc1 (configuration not stated)	-1.6	2	0	-9	0.0	97	0	-9	0
Cc1cc(C(=O)CSc2nc3ccccc3o2)c(C)n1CC1CCCO1 (configuration not stated)	8.0	0	-14	-27	6.3	105	3	-4	9
COc1ccccc1NC(NC(=O)c1cccnc1)C(Cl)(Cl)Cl (configuration not stated)	-0.3	-12	9	-1	0.0	85	2	-12	-7
CCCC(C(=O)NC1CCCC1)N(CC1CCCO1)C(=O)CNS(=O)(=O)c1ccc(F)cc1 (configuration not stated)	-0.8	13	-3	-2	-0.6	93	2	-5	-8
COc1ccc(OCC(=O)O/N=C(\N)Cc2ccc(Cl)cc2)cc1	-2.2	1	0	-15	4.2	103	5	-3	6
Cc1cc(Cl)ccc1Oc1ncnc2onc(C)c12	-2.3	-1	-2	0	-1.5	103	-12	-2	2
O=C1OC(Nc2nccs2)c2ccccc21 (configuration not stated)	-0.6	8	-9	-11	0.3	105	-6	2	7
NC(=O)c1ccsc1NC(=O)CSc1n[nH]c(N)n1	0.1	/	/	-3	0.6	/	/	-6	/
Cc1cc(C)cc(N2C(=O)C3NN=C(C(=O)OCc4ccccc4)C3C2=O)c1 (configuration not stated)	2.5	10	12	-7	1.0	100	-10	7	-2
Cc1cc(C)n(CC(=O)NC2CCCCC2C)c(=O)c1C#N (configuration not stated)	1.6	/	/	1	0.0	/	/	1	/
COc1ccccc1COC(=O)c1ccc(S(=O)(=O)N2CCOCC2)cc1	-0.5	/	/	-2	0.1	/	/	-5	/
Cc1ccc(CSc2ncn(-c3ccccc3)n2)cc1	-1.1	11	-2	-5	-1.3	96	-5	-4	-4
Cc1nonc1CN(C)C(=O)CC1C(=O)NCCN1Cc1ccccc1C(F)(F)F (configuration not stated)	0.4	-12	-5	-2	0.6	96	5	-3	-10
Clc1nc(NCc2cccnc2)nc(N2CCOCC2)n1	0.4	-5	14	-1	0.7	111	1	0	8
COC(=O)CN(CCc1ccccc1)S(=O)(=O)c1ccc(OC)c(OC)c1	-0.3	5	-4	-5	2.1	96	4	-4	-4
CCNC(=O)C1CCCN1S(=O)(=O)c1ccc(C)cc1 (configuration not stated)	-0.1	-3	-14	-7	0.5	95	-7	-8	1
CCCn1nc([N+](=O)[O-])c(C(C#N)c2nc3ccccc3o2)c(Cl)c1=O (configuration not stated)	-0.4	-8	1	-7	7.2	104	1	-1	4
CCC(C)(C)n1nnnc1CN1CCC(NC(=O)c2ccc(Br)cc2)CC1	1.0	4	-8	-8	1.7	89	-3	-5	-3
Nc1c2c(nc3ccccc13)CSCC2	0.9	/	/	2	2.0	/	/	-4	/
O=C(CCN1C(=O)/C(=C/c2ccccc2)SC1=S)NNC(=O)c1cccnc1	12	27	-2	-7	9.6	93	13	-3	30
Cc1sc(NC(=O)c2ccco2)c(C(c2cccnc2)N2CCCC2)c1C (configuration not stated)	-1.4	6	0	3	-1.3	108	4	-5	4
COc1ccc(OC)c2[nH]c(=O)c(CCNC(=O)c3ccc(S(=O)(=O)N4CCCCC4)cc3)cc12	0.5	14	-9	-9	0.1	/	-8	0	/
CCCCn1c(N)c(-c2nc3ccccc3o2)c2c([N+](=O)[O-])nn(CC)c(=O)c21	-1.5	8	-7	-5	-0.2	92	-5	-3	-3
CC1=C(C(=O)Nc2cc(C(=O)N3CCN(c4cccc(C)c4)C(C)C3)ccc2C)SCCO1 (configuration not stated)	2.1	12	-12	-10	7.8	104	-7	1	2
New compounds follow
SMILES	OXTR ag	NALP1 yeast inh	GPR7 antag	OXTR potentiate	V1R ag counter	MEKK2wt PB1 HTS	PfM18AAP inh	GalR3 antagonist	MEKK2 mut-MEK5
CCN(CC)S(=O)(=O)c1ccc2c(c1)nc(CCC(=O)OCc1c(C)noc1C)n2C	0.1	11	-3	-1	4.5	97	-9	-1	-1
O=C1CCCN1C(=O)COc1cc(F)ccc1[N+](=O)[O-]	0.0	/	/	1	1.1	/	/	-3	/
CC(C)NC(=O)c1ccc2c(c1)N(CC(=O)NC1CCCCC1)C(=O)C(C)(C)O2	/	8	-6	/	/	102	-12	-9	6
Cc1nn(C)cc1/C=N\NC(=O)c1csc2c1CCCC2	-0.3	0	-15	-3	0.6	102	-8	2	7
CCOCc1c(C(=O)OCC(=O)NCc2ccc(F)cc2)oc2ccccc12	-2.2	/	/	-2	-0.1	/	/	-7	/
Cc1cc(N2CCOCC2)nc2ccc(NC(=O)CCC(=O)N3CCN(c4cccc(C(F)(F)F)c4)CC3)cc12	6.1	0	-5	-13	13	97	25	-7	-7
